High-throughput results deposited in PubChem BioAssay by National Center for Advancing Translational Sciences (NCATS).
USP2a block – blocks human ubiquitin-specific protease USP2a; O75604; USP2 core, Ub-CHOP2 coupled fluorogenic reporter, 485/531; Potency, µM (highest dose often 38.3 µM), for inactives: at the highest dose activity change, negative = inhibition, most hits filed as inhibitors; hit rate 0.01% among 330,000; AID 463254;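 note: potency is the fitted concentration of half-maximal effect; plate controls were DMSO wells for no effect and full inhibition by NEM control for full effect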
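USP2 core (10nM final) preincubated 30min RT with compound in 20mM Tris-HCl pH 8.0, 2mM CaCl2, 2mM beta-mercaptoethanol, 0.05% CHAPS; 25nM Ub-CHOP2 plus 25nM reporter substrate added, fluorescence (Ex485/Em531) read after 60min.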
CXXC DNA block – MLL CXXC-DNA interaction inhibition; Q03164; MLL-CXXC / FITC-HOXA9 DNA fluorescence polarization; Potency, µM (doses to about 115 µM), without a hit: at the top dose activity change, negative = inhibition, actives largely listed as inhibitors; hit rate 0.037% among 290,000; AID 2662; active = well fitted inhibition curve with a large enough effect in the polarisation, with a control signal flat, not every such curve was filed as active; inconclusive = small, poorly fitted or top-dose-only effect, or effect the other way, or a change in a side signal; inactive = no such curve, though single readings can be large or run the other way; the % refers to the polarisation; note: potency is the fitted concentration of half-maximal effect
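Purified MLL-CXXC (added from a 7 uM solution) was preincubated 5 min at ambient with pinned compounds in 50 mM Tris-HCl pH 7.5, 50 mM NaCl, 1 mM DTT, 0.05% BSA. Fluorescein-labeled HOX-A9 DNA (50 nM solution) followed, 30 min, then polarization read.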
KCNH2 WT inh – inhibitors of human wildtype KCNH2 potassium channel. Q12809. U2OS, BacMam KCNH2, thallium flux FluxOr; active compounds read low. activity change, % at 1.84 µM. hit rate 0.37% among 340,000;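 active = maximum activity change below -70%; inconclusive = maximum activity change between -70% and -50%; inactive = maximum activity change above -50%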; note: % is set by controls: 0 for no effect and ±100 for the full control effect
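U2OS cells transduced with wild-type KCNH2 virus are loaded with FluxOr dye for 45 min, and thallium flux is measured in kinetic reads before and after stimulation buffer. Rate constants are normalized to DMSO controls.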
Giardia kill – kills Giardia lamblia; activity change, % at 7.66 µM, hits read low; hit rate 0.15% among 340,000; Giardia lamblia trophozoite viability; in the data active = activity change below about -80%; inconclusive = between about -30% and that limit;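 note: parasites exposed to compound for two days anaerobically before the ATP read; % is set by controls: 0 for no effect and ±100 for the full control effect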
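Killing of trophozoites was scored by loss of ATP luminescence after a 48 hrs anaerobic exposure to compounds at 37 deg C, using 100 cells per well.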
TRPV1 agonist – agonists of human vanilloid receptor 1 (TRPV1); Q8NER1; TRPV1-expressing cells, Fluo-8 calcium influx, agonist mode; activation, % at 8.33 µM; hit rate 0.19% among 320,000; in the data active = activation above about 80%; inconclusive = between about 30% and that limit; note: 0% is about no effect
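Cells expressing TRPV1 were dye-loaded with Fluo-8 and read kinetically: 10 s baseline, 3 min after compound (agonist portion), then 2 min after EC20 capsaicin (allosteric enhancer portion). Calcium-bound dye fluorescence at 480/520 nm.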
PKM2 activator – activators of human pyruvate kinase M2; P14618; hit rate 0.34% among 260,000; purified PKM2, Kinase-Glo ATP luminescence, activation; response scale: 0% is enzyme alone, no compound; Potency, µM (highest dose often 57.5 µM), for the others: at the highest dose activation, most hits filed as activators; note: potency is the fitted concentration of half-maximal effect; % is set by controls: 0 for no effect and ±100 for the full control effect; nearly all actives have a fitted effect of over 55% in size
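Kinase-Glo luminescence reports ATP generated from ADP (0.1 mM) and PEP (0.5 mM) by purified hPK-M2 after 1 h at room temperature, pH 7.2 imidazole buffer; intermediate enzyme activity allows detecting inhibitors and activators.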
GALK inhibitor – inhibitors of human galactokinase; P51570; Purified GALK, Kinase-Glo residual ATP luminescence; hit rate 0.007% among 270,000; AID 1868; Potency, µM (series often up to 57.5 µM), for inactives: at the top dose activity change, negative = inhibition, actives largely listed as inhibitors; note: potency is the fitted concentration of half-maximal effect; % is set by controls: 0 for no effect and ±100 for the full control effect
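The enzyme phosphorylates galactose (100 uM) using ATP (35 uM); inhibition is detected as higher residual ATP, quantified by bioluminescence after 1 h reaction at room temperature, pH 8.0.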
Menin-MLL TR inh – displaces Texas Red mutant MLL peptide from human menin; O00255; hit rate 0.23% among 270,000; Menin + Texas Red MLL mutant peptide, fluorescence polarization; Potency, µM (doses to about 61.6 µM), inactives show top-dose FP activity change, negative = inhibition, actives largely listed as inhibitors; active = well fitted inhibition curve with a large enough effect in the polarisation, with a control signal flat, not every such curve was filed as active; inconclusive = small, poorly fitted or top-dose-only effect, or effect the other way, or a change in a side signal; inactive = no such curve, though single readings can be large or run the other way; the % refers to the polarisation; note: potency is the fitted concentration of half-maximal effect; % of control where 0% means no effect; many of its hits are not listed in these tables
Target sequence (O00255 whole entry, looked up): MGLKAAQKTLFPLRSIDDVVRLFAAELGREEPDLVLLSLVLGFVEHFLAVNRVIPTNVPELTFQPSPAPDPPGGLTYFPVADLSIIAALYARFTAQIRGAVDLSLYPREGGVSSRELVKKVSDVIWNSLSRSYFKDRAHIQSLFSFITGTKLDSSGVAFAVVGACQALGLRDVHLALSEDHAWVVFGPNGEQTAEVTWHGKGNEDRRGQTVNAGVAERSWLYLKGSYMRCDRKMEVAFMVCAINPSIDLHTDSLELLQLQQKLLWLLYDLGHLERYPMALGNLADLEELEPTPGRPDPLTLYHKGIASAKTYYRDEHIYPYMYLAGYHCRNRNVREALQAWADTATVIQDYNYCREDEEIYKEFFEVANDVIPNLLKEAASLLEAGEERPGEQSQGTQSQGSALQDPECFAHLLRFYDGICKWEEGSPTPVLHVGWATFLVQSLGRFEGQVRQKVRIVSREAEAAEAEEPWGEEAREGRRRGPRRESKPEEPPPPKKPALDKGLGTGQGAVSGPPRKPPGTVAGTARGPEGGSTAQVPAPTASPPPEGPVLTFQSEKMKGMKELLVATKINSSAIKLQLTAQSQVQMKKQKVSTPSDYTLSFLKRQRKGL
B2AR arrestin – agonists driving beta-arrestin recruitment to human beta2-adrenergic receptor; AID 492947; beta-arrestin recruitment to beta2AR, cell-based reporter; P07550; hit rate 0.02% among 330,000; Potency, µM (titrated, usually from 46.1 µM), for the others: at the top dose activation, usual class: activators;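 note: potency is the fitted concentration of half-maximal effect; 0% = DMSO controls and full agonism = EC100 isoproterenol or metaproterenol; nearly all actives have a fitted effect of over 65% in size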
Target sequence (P07550 whole entry, looked up): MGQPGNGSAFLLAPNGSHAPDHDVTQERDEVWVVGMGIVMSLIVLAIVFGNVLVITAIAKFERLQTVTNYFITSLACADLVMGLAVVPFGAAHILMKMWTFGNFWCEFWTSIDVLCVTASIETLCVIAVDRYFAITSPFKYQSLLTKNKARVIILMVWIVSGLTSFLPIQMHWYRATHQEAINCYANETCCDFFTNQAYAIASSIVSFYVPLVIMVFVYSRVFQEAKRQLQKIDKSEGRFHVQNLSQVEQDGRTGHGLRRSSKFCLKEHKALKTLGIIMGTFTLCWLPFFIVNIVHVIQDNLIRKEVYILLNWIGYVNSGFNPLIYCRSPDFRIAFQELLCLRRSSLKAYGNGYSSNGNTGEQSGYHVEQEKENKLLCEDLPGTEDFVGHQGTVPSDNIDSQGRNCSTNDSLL
KCNH2 3.1 inh – KCNH2 3.1 (human) potassium channel inhibition; U2OS KCNH2 3.1, thallium flux FluxOr; active compounds read low; activity change, % (tested at about 1.8 µM); hit rate 0.95% among 340,000; AID 720553;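 active = maximum activity change below -70%; inconclusive = maximum activity change from -70% to -50%; inactive = maximum activity change above -50%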;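 note: thallium influx rate constant from kinetic fluorescence after stimulation buffer; % is set by controls: 0 for no effect and ±100 for the full control effect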
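Normalized rate constant (relative to positive and negative DMSO controls) derived from a 2 min kinetic fluorescence read after stimulation; U2OS cells expressing the 3.1 isoform via virus at 1.77 x 10^8 /mL.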
Coupling enz – inhibits coupling enzyme system, counter-screen for aldolase hits; coupling enzyme system counterscreen, AmpLite Red fluorescence; hit rate 0.67% among 290,000; activity change, negative = inhibition, % at 58.2 µM, hits read low; in the data active = activity change below about -30%; note: % is set by controls: 0 for no effect and ±100 for the full control effect
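First, compound is pin-transferred into glyceraldehyde-3-phosphate coupling-enzyme reagent at 57.5 uM final and held 10 min at RT. Next, substrate, coupling system and AmpLite Red are added. After 20 min RT, fluorescence (525/598 nm) is read.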
An asterisk follows results filed as active; u = inconclusive; x = no result given; [ ] = dose if it differs, or a comment. Unless noted, calls come from the whole dose curve; as a rule, active = well fitted curve in the direction sought with a large enough effect; inconclusive = small, poorly fitted or top-dose-only effect, or another doubt; inactive = no such curve, though single readings can be large; an effect the other way counts as inactive or inconclusive. Only part of the results is shown. The share of hits here may be higher or lower than overall.

SMILES	USP2a block	CXXC DNA block	KCNH2 WT inh	Giardia kill	TRPV1 agonist	PKM2 activator	GALK inhibitor	Menin-MLL TR inh	B2AR arrestin	KCNH2 3.1 inh	Coupling enz
O=C(Nc1cccc(Oc2ccc3c(c2)C(=O)NC3=O)c1)c1ccco1	-2.4%	-12.3%	-5.4	3.8	4.8	-8.9%	-2.2%	-0.3%	0.1%	4.6	0.4
Cc1nc(SCC(=O)Nc2cccc(S(=O)(=O)N3CCOCC3)c2)nc(C)c1C	2.0%	x	-6.0	7.7	x	x	x	x	-0.2%	-5.3	x
COCc1c(C(=O)OC)nnn1-c1ccc(C(F)(F)F)cc1[N+](=O)[O-]	-0.8%	-5.8%	-1.8	8.8	0.7	-0.9%	-0.3%	1.6%	-0.2%	6.3	-0.8
CC(=O)c1c(-c2ccc(Cl)cc2Cl)noc1C	2.7%	-0.1%	-5.9	-7.3	x	-3.0%	0.0%	x	-0.5%	3.5	0.9
Cc1ccc(S(=O)(=O)NC(C)C(c2cccs2)N2CCN(C)CC2)cc1 (stereo not given)	0.2%	-3.9%	10.5	-3.1	-0.8	-1.4%	0.3%	7.1%	-0.1%	-7.7	0.3
COc1ccc(C(=O)Nc2ccccc2-c2ccccc2)cc1Cl	3.5%	u	-2.7	-22.0	5.6	1.3%	-0.4%	11.8%	-2.0%	2.8	3.3
C=CCNC(=S)NN(c1ccccc1)c1ccccc1	-1.1%	23.0%	5.0	0.1	0.4	2.5%	-2.8%	-29.5%	-0.2%	-2.6	1.2
Cc1cccnc1Nc1nc(-c2ccc(F)cc2)cs1	-1.2%	-2.5%	-15.3	-14.7	9.2	1.9%[11.5 µM]	-4.7%	u	0.2%	-17.1	-6.0
CC(C)OC(=O)NC(c1ccccc1)C(Cl)(Cl)Cl (stereo not given)	3.6%	3.2%	1.6	13.4	4.7	-0.1%	1.8%	0.3%	3.3%	-3.1	2.4
CCc1ccccc1NC(=S)NC1CC2CCCC(C1)N2Cc1cccs1 (stereo not given)	-1.1%	-5.8%	20.4	-18.9	14.7	0.1%	-2.4%	2.2%	-0.5%	-13.3	6.8
CCCCN1CC[C@@H]2C=CC[C@H](C(=O)OC)[C@@H]2C1=O	-0.9%	x	-3.0	-12.4	x	x	x	-6.5%[94.6 µM]	-0.1%	-0.8	1.2
Cc1cc(=O)[nH]c(SCC(=O)N2CCCC2)n1	3.7%	x	11.3	-12.3	x	x	x	x	-0.2%	17.4	x
Cc1ccc(S(=O)(=O)N2CCN(Cc3cccc(C)c3O)CC2)cc1	-1.6%	4.3%	-3.6	-8.4	2.5	u	1.6%	-27.4%	3.7%	-6.3	3.9
COc1ccccc1N1CCN(C(=O)CSc2ncnc3scc(-c4ccccc4)c23)CC1	2.1%	5.8%	-5.1	-3.8	1.5	0.6%	2.5%	u	-0.6%	-5.6	-1.8
O=C1N(CCCl)c2ccc(Br)cc2C12OCCO2	1.0%	-0.2%	-4.2	16.9	10.7	u	3.4%	-4.8%	0.0%	15.7	-2.8
CCCCc1nc2cc(C(=O)NC(C)c3cnn(C)c3)ccc2o1 (stereo not given)	-7.1%	1.5%	5.0	38.9[activator]	2.5	x	4.1%	x	-0.9%	-9.2	x
CC(=O)NC(c1cccc([N+](=O)[O-])c1)c1ccc2cccnc2c1O (stereo not given)	-10.8%	u	15.7	-14.5	-6.1	-3.6%[11.5 µM]	8.1%	0.5%	9.3%	-1.3	1.1
COCCn1c(C)cc(/C=C(\C#N)C(=O)OC(C)C(=O)Nc2ccc(NC(C)=O)cc2)c1C (stereo not given)	1.1%	x	-6.9	-15.2	-1.3	x	x	x	0.4%	-11.9	x
Cc1ccc(NC2=CC(=O)OC(C)C2)cc1 (stereo not given)	1.3%	24.8%	0.4	6.0	-0.4	-16.5%	-2.2%	2.6%	0.0%	2.1	1.1
O=C(CSc1nc(=O)n2ccccc2n1)N1CCN(c2ccccc2)CC1	-2.6%	x	-0.4	22.1	-0.6	x	x	x	-0.3%	15.5	x
CCN(CC)C(=O)Cn1cc(SCC(=O)Nc2cc(C)on2)c2ccccc21	3.1%	-1.9%	7.4	7.6	-1.5	5.1%	-1.2%	-28.3%	-0.3%	-2.0	0.3
O=C(Cc1cccs1)N1CCN(S(=O)(=O)c2ccc(F)cc2)CC1	5.6%	-2.4%	-10.9	-16.7	18.9	12.8%	6.9%	27.4%	-0.1%	-10.2	1.7
O=C(OCc1nnc(-c2ccc([N+](=O)[O-])cc2)o1)C1CCN(C(=O)c2ccc(Cl)cc2)CC1	1.0%	x	-3.9	-0.3	-1.6	x	x	x	-0.3%	-21.2	x
Cc1ccc(NC(=O)CS(=O)CC(=O)NCCCN(C)c2ccccc2)cc1 (stereo not given)	-0.7%	-5.2%	25.9	-7.9	-4.1	20.4%	5.9%	-23.1%	0.0%	17.7	-12.5
O=C(CSc1nnc(SCc2ccc(Cl)cc2)s1)N/N=C/c1c(Cl)cccc1Cl	5.6%	8.3%	-2.0	-5.5	0.5	-0.2%	0.9%	4.9%	-0.4%	-4.7	0.6
SMILES	USP2a block	CXXC DNA block	KCNH2 WT inh	Giardia kill	TRPV1 agonist	PKM2 activator	GALK inhibitor	Menin-MLL TR inh	B2AR arrestin	KCNH2 3.1 inh	Coupling enz
CCOc1ccc(N(CC(=O)Nc2ccccc2C(=O)N2CCCC2)S(C)(=O)=O)cc1	-5.9%	-1.5%	14.9	-6.8	4.1	3.2%	13.0%	-3.1%	-0.5%	-1.2	0.6
COc1ccc2cnn(CCOc3cc(C)ccc3C(C)C)c(=O)c2c1OC	3.8%	-2.7%	2.1	8.7	11.2	13.0%	x	u	0.3%	17.6	-3.1
Cc1ccc(NC(=O)CCCN2C(=S)NC(C)(C)CC2C)cc1 (stereo not given)	3.1%	4.4%	3.7	-27.3	2.0	-7.1%	13.2%	1.9%	-1.0%	7.0	-0.8
CCN(CC(=O)Nc1c(F)cccc1F)C(=O)CCNC(=O)c1ccccc1OC	-0.7%	x	1.8	0.3	-1.4	x	x	x	-0.2%	0.9	x
O=C(Cn1cnc2c(NCc3ccccc3)ncnc21)NCCN1CCOCC1	0.8%	x	-9.5	-17.1	x	x	x	x	0.0%	-6.7	x
CCCOc1ccc(CCN2CCC(=O)NC2=O)cc1C	1.9%	-2.9%	5.1	6.0	u	-4.7%	6.1%	u	0.2%	1.9	-0.2
CCC(C)C1NC(=S)N(C2CCCCC2)C1=O (stereo not given)	0.8%	-0.7%	-10.2	-10.7	13.4	-1.1%	-1.3%	-1.4%	-0.3%	6.6	3.3
CC(=O)c1cccc(N=C2NC(=O)C(CO)(CO)S2)c1	-0.5%	2.7%	5.0	1.3	-1.1	-7.8%	0.6%	10.2%	-0.2%	1.9	1.1
CCOC(=O)C1=C(C)NC(C)=C(C(=O)OCC)C1C(=O)OCC(=O)NCCc1ccccc1	2.0%	x	-5.1	12.2	x	x	x	x	-1.0%	3.0	x
CCCOc1ccc(C2C(C(=O)c3cc4ccccc4o3)=C(O)C(=O)N2c2cc(C)on2)cc1OC (stereo not given)	-1.5%	-5.4%	-7.5	21.8	-0.1	x	2.8%	x	-0.6%	-3.7	x
N#Cc1ccccc1S(=O)(=O)N1CCN(C(=O)c2cn(-c3ccccc3)nc2-c2cccnc2)CC1	-0.1%	x	11.6	u	-2.9	x	x	x	-0.9%	-8.8	x
Cc1ccc(NC(=O)C2CCCN(S(=O)(=O)c3ccc4c(c3)oc(=O)n4C)C2)nc1 (stereo not given)	3.4%	-8.0%	18.3	-0.3	0.4	-11.3%	-4.2%	4.1%	-0.3%	2.7	3.4
CCOC(=O)Cn1cc(Cl)cc(C(=O)Nc2ccccc2)c1=O	3.3%	12.9%	-3.1	5.4	8.5	x	0.2%	-4.9%	0.3%	-12.7	-0.8
Nc1nnnn1/N=C/c1cc(Cl)ccc1O	1.9%	18.1%	1.5	12.2	12.1	x	-0.9%	-25.6%	-0.3%	-1.1	-0.9
COc1ccc(N2CCN(C(=O)c3oc4ccccc4c3NC(=O)Cc3cccc(OC)c3)CC2)cc1	1.5%	-8.2%	-4.5	-8.8	6.0	1.3%	8.9%	-0.4%	0.6%	-39.5	1.3
CCCCC/C=C/C1=CC(=O)C[C@H](c2ccc3c(c2)OCO3)C1	-3.0%	x	10.2	10.3	u	x	x	x	0.1%	11.2	x
C#CCOC(=O)/C(=C/c1ccc(F)cc1)NC(C)=O	3.7%	12.6%	8.4	-4.1	-6.2	-2.5%	0.0%	-9.2%	-0.7%	6.5	2.8
COc1ccc(/C=C(\C#N)C(=O)OCC(=O)Nc2ccc(-c3nc4ccc(C)cc4s3)cc2)cc1	-1.4%	0.7%	3.1	-11.5	-1.0	-0.7%	1.4%	u	-0.1%	-20.2	-0.5
